# CCT chaperon mod: cytosolic chaperonin activity modulation | purified chaperonin ATPase assay, HTRF ADP detection, 30 min | activity change, % (test concentration not listed), hits read low | 360,000 compounds, 0.3% hits | AID 651819; in the data active means activity change below about -30%; further: on the % scale 0 is the no-effect control and ±100 the full control effect
#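 ATPase activity: ADP formed was measured by HTRF Transcreener (665/615 nm ratio) after 30 min at 37 deg C with 10 uM ATP. Compounds screened at one 76 uM concentration against 40 or 20 nM TRiC in Tris pH 7.4/KCl/MgCl2/DTT buffer.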
# EPAC1 antagonist: EPAC1 (human) antagonism; O95398; AID 720709; Potency, µM (top dose mostly 115 µM), for the others: top-dose activity change, negative = inhibition, most hits filed as inhibitors; 360,000 compounds, 0.14% hits; EPAC1 GEF assay, Rap1b-BODIPY-GDP exchange fluorescence;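 further: potency means the concentration at half of the fitted maximal effect; plate controls were vehicle for no effect and positive control for full effect; nearly all actives have a fitted effect of over 50% in size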
# WRN helicase inh: blocks human WRN helicase; Q14191; Potency, µM (top dose mostly 114 µM), for the others: at the top dose activity change, negative = inhibition, usual class: inhibitors; 360,000 compounds, 0.46% hits; WRN helicase unwinding, fluorescent forked duplex, kinetic; further: potency means the concentration at half of the fitted maximal effect; on the % scale 0 is the no-effect control and ±100 the full control effect; nearly all actives have a fitted effect of over 55% in size
#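 WRN at 20 nM final was preincubated with compound for 15 min at room temperature; reaction started with 100 nM forked duplex oligonucleotide carrying fluorophore and quencher plus 2 mM ATP (final). Unwinding followed kinetically by red fluorescence (ex 525/em 598 nm).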
# PI5P4K alpha inh: inhibitors of human PI5P4K alpha; P48426; PI5P4Kalpha enzyme, ADP-Glo luminescence, 60 min; stronger effect = lower value; max response, %; 330,000 compounds, 1.2% hits; active means max response of -50% or lower; inconclusive means between -30% and -50%; inactive means -30% or higher; further: value at the top dose of about 77 µM; on the % scale 0 is the no-effect control and ±100 the full control effect
#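 Reactions run in 0.038 M HEPES pH 7.4, 0.28 mM EGTA, 0.1% CHAPS and 5% DMSO, with PI5P4Kalpha, substrate, compound and 5 microM ATP final, one hour at room temperature. Readout is ADP-Glo luminescence.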
# EPAC2 agonist: EPAC2 (human) agonism; Q8WZA2; EPAC2 activation, biochemical qHTS; response scale: 100% = 6.5 mM cAMP response; Potency, µM (doses to about 154 µM), for the others: at the top dose activation, most hits filed as activators; 360,000 compounds, 0.079% hits; further: potency means the concentration at half of the fitted maximal effect; nearly all actives have a fitted effect of over 50% in size
# Target sequence (Q8WZA2 whole entry, looked up): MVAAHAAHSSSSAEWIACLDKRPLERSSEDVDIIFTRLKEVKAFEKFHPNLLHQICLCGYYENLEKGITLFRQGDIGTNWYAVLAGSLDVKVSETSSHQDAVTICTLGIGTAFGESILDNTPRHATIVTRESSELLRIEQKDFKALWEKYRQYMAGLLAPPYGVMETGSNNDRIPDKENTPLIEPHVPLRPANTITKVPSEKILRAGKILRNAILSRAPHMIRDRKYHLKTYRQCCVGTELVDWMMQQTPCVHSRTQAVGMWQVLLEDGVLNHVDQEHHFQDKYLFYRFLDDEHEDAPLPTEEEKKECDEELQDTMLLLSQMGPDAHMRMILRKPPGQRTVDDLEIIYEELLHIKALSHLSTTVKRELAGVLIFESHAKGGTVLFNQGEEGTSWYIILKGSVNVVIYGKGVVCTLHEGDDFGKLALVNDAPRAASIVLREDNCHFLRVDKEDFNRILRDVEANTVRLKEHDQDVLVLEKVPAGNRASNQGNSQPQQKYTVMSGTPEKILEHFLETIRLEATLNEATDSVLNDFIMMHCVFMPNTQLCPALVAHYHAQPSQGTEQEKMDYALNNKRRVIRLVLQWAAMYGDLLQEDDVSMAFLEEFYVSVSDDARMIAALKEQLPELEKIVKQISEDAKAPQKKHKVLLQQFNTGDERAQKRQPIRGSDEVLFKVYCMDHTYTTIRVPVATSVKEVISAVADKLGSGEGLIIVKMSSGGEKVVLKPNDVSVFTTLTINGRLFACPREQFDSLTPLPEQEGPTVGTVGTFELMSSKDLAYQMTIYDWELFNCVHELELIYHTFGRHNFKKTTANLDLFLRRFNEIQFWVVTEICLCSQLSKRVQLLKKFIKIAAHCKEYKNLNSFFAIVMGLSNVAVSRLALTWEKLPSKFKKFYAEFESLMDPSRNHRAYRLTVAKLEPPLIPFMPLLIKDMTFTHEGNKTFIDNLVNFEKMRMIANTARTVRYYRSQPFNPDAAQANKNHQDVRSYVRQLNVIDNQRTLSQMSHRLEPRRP
#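 Setup: EPAC2 100 nM, labeled Rap1B complex 250 nM, free GDP 50 uM. Compound titrations pinned in, brief spin, 5 min room temperature incubation. Kinetic fluorescence read over 30 min, normalized to 6.5 mM cAMP.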
# EPAC1 agonist: EPAC1 (human) agonism; 360,000 compounds, 0.073% hits; Potency, µM (top dose mostly 154 µM), for inactives: at the highest dose activation, usual class: activators; EPAC1 agonist qHTS, biochemical assay; response scale: 100% = response to 6.5 mM cAMP; AID 720707; O95398; further: potency means the concentration at half of the fitted maximal effect; nearly all actives have a fitted effect of over 60% in size
#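 Nucleotide exchange by EPAC1 (100 nM) on Rap1B–BODIPY-GDP (250 nM) in the presence of 50 uM GDP is tracked fluorescently at 480/540 nm over 30 min. Signals are normalized to a 6.5 mM cAMP control.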
# IL2 activator: IL-2 activation | AID 652025 | activation, % (series mostly up to about 46 µM) | 360,000 compounds, 0.065% hits | IL-2 activation reporter assay, cell-based qHTS; stimulated with anti-CD3/CD4/CD28 beads; in transgenic mouse T cells; in the data active means activation above about 50%; inconclusive means mostly about 30% to 49%; further: 0% is about no effect
#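 Screening format: compound pinned onto unstimulated transgenic mouse T cells, 60 min incubation, then anti-CD3/anti-CD4/anti-CD28 bead stimulation for 18 hours at 37 degrees C, followed by EGFP and DsRed detection.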
# PLK1 PBD block: PLK1 (human) polo-box domain binding inhibition; P53350; Plk1 PBD binding of FITC phosphopeptide, fluorescence polarization; Potency, µM, for the others: max response, negative = inhibition, most hits filed as inhibitors; 360,000 compounds, 2.8% hits; further: potency means the concentration at half of the fitted maximal effect; series mostly up to about 57 µM; on the % scale 0 is the no-effect control and ±100 the full control effect; nearly all actives have a fitted effect of over 65% in size
# * = called active by the depositor; u = inconclusive; x = not tested or not shown; [ ] = dose if it differs, or a comment. Unless noted, the call rests on the fitted dose curve; in most records, active means well fitted curve in the direction sought with a large enough effect; inconclusive means small, poorly fitted or top-dose-only effect, or another doubt; inactive means no such curve, though single readings can be large; an effect the other way counts as inactive or inconclusive.
SMILES,CCT chaperon mod,EPAC1 antagonist,WRN helicase inh,PI5P4K alpha inh,EPAC2 agonist,EPAC1 agonist,IL2 activator,PLK1 PBD block
O=C(N/N=C/C=C\c1ccccc1[N+](=O)[O-])c1cc(-c2ccc3ccccc3c2)n[nH]1,-2.9,-14%,-35%,-19,-3%,-6%,-3.0,-23%
Cc1cc(C)n2nc(SCC(=O)N/N=C/c3cccc(Br)c3)nc2n1,3.9,3%,-21%[57.1 µM],x,3%,-3%,-0.5,0%
COc1ccc(N(C(=O)CNC(=O)c2ccco2)C(C(=O)NCC2CCCO2)c2ccccc2)c(OC)c1 (centres undefined),-0.6,-8%,10%[57.1 µM],1,9%,3%,1.6,-10%
O=C(Cn1cnc2ccccc21)OCC(=O)N1CCCCC1,-3.2,-17%,0%,-4,0%,4%,-0.3,7%
Cn1c(=O)c2c(nc(N3CCN(C(=O)c4ccco4)CC3)n2CCSc2ncccn2)n(C)c1=O,-0.6,4%,1%[57.1 µM],-4,6%,-1%,-1.2,10%
CC(CO)NS(=O)(=O)c1cccc(Cl)c1F (centres undefined),-0.7,5%,-2%,-2,-2%,6%,-0.2,2%
O=S(=O)(NCc1ccccc1)NCc1ccccc1F,-52*,4%,-1%,5,-2%,0%,-2.1,-5%
CCCN1CCC(=O)N([C@H](CSc2ccccc2)Cc2ccccc2)CC1,-0.1,3%,5%,7,0%,-5%,-0.2,-9%
COc1ccc(CNC[C@H]2O[C@@H](n3ccc(=O)[nH]c3=O)[C@H](O)[C@@H]2O)cc1,1.2,-7%,-8%,0,3%,5%,0.6,-7%
C/C(CC(=O)Nc1cc(Cl)ccc1Cl)=N\NC(=O)COc1cccc(C)c1,-0.9,-19%,1%,5,6%,-3%,-2.5,-2%
Cc1cccc(C)c1N(CC(=O)N/N=C/c1cc(Br)c(C)o1)S(C)(=O)=O,-4.3,-16%,-28%,-3,-12%,-14%,-4.1,-6%
CC(=O)c1cccc(N(C(=O)Cn2nnc3ccccc32)C(C(=O)NC2CCCCC2)c2cn(C)nc2C)c1 (centres undefined),-1.2,17%,2%,x,11%,5%,0.6,-5%
CCCn1c(N)c(C(=O)CN(C)CC(=O)Nc2ccccc2C(F)(F)F)c(=O)[nH]c1=O,1.7,3%,7%,-5,-3%,-2%,-0.6,-7%
Cc1cc(N)n(-c2ccc(S(=O)(=O)N3CCOCC3)cc2[N+](=O)[O-])n1,0.3,-25%,-4%,-3,1%,6%,0.7,1%
CC(C)CC1NC(=O)N(CC(=O)Nc2ccc(OC(F)F)cc2)C1=O (centres undefined),0.4,-19%,-17%,4,1%,-2%,0.1,-6%
CCn1ncc(Br)c1C(=O)Nc1cc([N+](=O)[O-])ccc1C,-1.4,1%,-1%,4,-7%,1%,-0.1,1%
S=c1[nH]nc(CSc2nc3ccccc3s2)o1,-2.4,10%,-8%,u,8%,12%,-0.4,u
c1ccc2nc(-c3nccs3)ccc2c1,-0.2,8%,-6%,4,-1%,-7%,-2.5,0%
CCC(CC)NC(=O)c1ccc2c(c1)OCCO2,-2.6,7%,9%,0,0%,1%,-2.5,1%
CC(C)CCNC(=O)C1CCN(S(=O)(=O)c2ccc3c(c2)CC(C)N3C(=O)C2CCC2)CC1 (centres undefined),-0.9,-5%,-6%,4,-12%,7%,-2.9,-6%
CCCCOC(=O)C1=C(C)NC(=O)NC1c1ccccc1 (centres undefined),-1.9,0%,-7%,-1,7%,12%,-0.2,-14%
CCOC(=O)c1cccc(S(=O)(=O)N2CCCC2)c1,-0.3,6%,-14%[57.1 µM],-9,-3%,-6%,-3.1,-3%
COCCn1c(SCC(=O)N2CCCCC2)nc2c([nH]c3ccccc32)c1=O,-0.9,6%,1%,-7,-12%,-6%,-1.7,2%
COCCn1nnnc1C(C(C)C)N(Cc1cccnc1)Cc1ccccc1Cl (centres undefined),-6.0,8%,6%,-1,5%,-5%,0.3,-1%
NC(=O)c1nsc(C(=O)N(c2cccc(F)c2)C(C(=O)NC2CCCC2)c2ccco2)c1N (centres undefined),-1.4,-8%,0%,-3,-5%,-13%,0.7,-3%
# The list goes on:
SMILES,CCT chaperon mod,EPAC1 antagonist,WRN helicase inh,PI5P4K alpha inh,EPAC2 agonist,EPAC1 agonist,IL2 activator,PLK1 PBD block
CC(=O)c1ccc(OCC(=O)NC2CCCCCC2)cc1,-2.3,-4%,16%,3,9%,4%,0.6,-8%
O=C(CNC(=O)c1ccccc1F)c1ccc(Br)cc1,-0.6,-11%,4%,1,8%,9%,-0.4,1%
NS(=O)(=O)c1cc(C(=O)OCC(=O)Nc2ccc3[nH]c(=O)[nH]c3c2)ccc1Cl,1.6,3%,-8%,-5,1%,4%,0.6,4%
NS(=O)(=O)c1ccc(NC(=S)N2CCN(Cc3ccc(Cl)c(Cl)c3)CC2)cc1,-4.7,-9%,3%,0,25%,14%,-0.6,-12%
COC(=O)C1=C[C@@H](C(=O)OC)[C@@H]2C3=C(C(=O)[C@]2(C)NC(=O)c2ccccc2)[C@H](C)n2c(=O)n(-c4ccccc4)c(=O)n2[C@@H]3C1,0.3,9%,4%,0,-6%,7%,-0.7,-5%
O=C(N/N=C/c1ccco1)C12CC3CC(CC(C3)C1)C2,-1.0,3%,1%,3,8%,-8%,-0.4,-4%
O=C(NCC1COc2ccccc2O1)C1CCCN(S(=O)(=O)c2cccc3cccnc23)C1 (centres undefined),0.6,-15%,-9%,5,11%,1%,-2.1,-5%
CCc1cc2c3c(c1)/C(=C1/SC(N)=NC1=O)C(=O)N3C(C)(C)C=C2C,-0.1,6%,-5%,-3,9%,4%,0.9,-9%
COC(=O)c1ccccc1Sc1c(/C=N/OC(=O)c2ccccc2)c(C(F)(F)F)nn1C,0.7,-21%,-2%,12,13%,8%,0.2,-1%
CCN(Cc1ccccc1)c1ccccc1,-1.5,-14%,7%,-1,3%,-5%,-0.4,-6%
CCOc1ccc(C(=O)NCCO)cc1,1.6,-11%,-1%,6,6%,9%,0.2,-10%
COc1ccc2nc(NC(=O)CCN3C(=O)c4ccccc4C3=O)sc2c1,0.9,17%,-9%,x,1%,-16%,-2.1,-28%
COC1=Nc2ccccc2N2CCN=C12,-2.5,u,-1%[57.1 µM],1,-6%,-8%,0.8,-19%
Cc1ccc(C)c(OC(=O)CN2C(=O)c3ccccc3C2=O)c1,0.6,-8%,u,6,5%,-3%,1.4,-7%
OCC(O)[C@@H](O[C@H]1O[C@H](CO)[C@@H](O)[C@H](O)[C@H]1O)[C@H](O)[C@@H](O)CO (some centres undefined),-3.0,-1%,6%,-10,3%,-5%,0.2,-14%
Cc1cc(=O)[nH]c(SCC(=O)NC(c2ccccc2)c2ccccc2)n1,-1.2,-1%,-1%,9,4%,8%,2.9,-13%
CCN(CC(=O)Nc1ccc2c(c1)OCCO2)C(=O)CCOc1ccccc1,0.5,-3%,8%,0,17%,7%,-0.2,-2%
CCN1CCN(c2c(Cl)cccc2NC(=O)c2ccc([N+](=O)[O-])cc2)CC1,-0.8,-27%,-5%,0,0%,7%,-0.6,-4%
COc1ccc(C(=O)c2cnc[nH]2)cc1OC,-1.0,-23%,-8%,3,4%,5%,-3.2,-20%
COc1ccccc1C(=O)N/N=C/C(C)=C/c1ccccc1,0.7,-12%,-1%,0,0%,5%,-0.5,-1%
CCCCCC(=O)N1C[C@H](O)[C@@H](n2cc(C3CC3)nn2)C[C@@H]1c1ccc(Cl)cc1,-0.9,-3%,1%,1,-9%,-4%,0.4,3%
O=C1CC2(CC(c3ccc(Cl)cc3)=NO2)C(=O)N1c1ccccc1 (centres undefined),-3.1,15%,0%,10,14%,1%,0.9,-6%
CSCCOC(=O)COc1ccc(/C=N/NC(=O)c2c(Cl)cnn2C)cc1,-4.1,1%,-19%,-6,16%,6%,-0.1,5%
Cc1ccnc2nc(C(=O)OCC(=O)Nc3ccc4c(c3)OC(F)(F)O4)nn12,0.8,19%,-3%,x,4%,-3%,0.0,0%
CCc1n[nH]c(=S)n1/N=C/c1c(O)ccc2ccccc12,-0.2,-5%,3%,5,7%,11%,0.2,-13%
# Next entries follow.
SMILES,CCT chaperon mod,EPAC1 antagonist,WRN helicase inh,PI5P4K alpha inh,EPAC2 agonist,EPAC1 agonist,IL2 activator,PLK1 PBD block
Cc1cc(C)nc(SCC(=O)Nc2ccc(Br)cn2)n1,-0.5,8%,15%,-9,-27%,11%,-0.4,-7%
OCC1OCOC2C(CO)OCOC12 (centres undefined),-0.8,1%,8%,-5,4%,-3%,1.1,-3%
COCCn1c(SCC(=O)NC2CC2)nnc1-c1ccc(Cl)cc1,3.7,7%,7%,5,3%,-5%,-0.6,1%
COC(=O)/C(C#N)=C\c1c(OC)[nH]c2ccccc12,0.3,-12%,-7%,-1,-2%,4%,-1.0,-16%
CCCCCC[n+]1ccccc1/C=C/c1ccc(N(C)C)cc1,1.0,21%,-30%,-6,6%,12%,2.3,59%[activator]
CC(=O)C1=C(C)N(Cc2ccco2)C(=O)C1(NC(=O)C1CCCCC1)C(F)(F)F (centres undefined),0.7,0%,2%,x,13%,7%,-1.6,-7%
Cc1nnc2n(Cc3ccccc3)c(=O)c3c4c(sc3n12)COC(C)(C)C4,-1.2,0%,2%,1,9%,3%,-0.1,-11%
CCc1nnc(NC(=O)CSc2nnc(CSc3nc(C)cc(C)n3)n2C)s1,-1.4,-1%,2%,x,4%,-7%,-1.5,1%
CCC1(CC)C(=O)Nc2ccccc21,0.8,-6%,3%,-2,3%,-5%,-0.4,-1%
COc1cc(C2NC(=O)NC(C)=C2C(=O)OCc2ccc(C)cc2)cc(OC)c1OC (centres undefined),-2.8,-1%,1%,-2,5%,11%,0.6,-1%

# Exported with two lines to a compound: 4 of the compounds above
# Values in the order: CCT chaperon mod	EPAC1 antagonist	WRN helicase inh	PI5P4K alpha inh	EPAC2 agonist	EPAC1 agonist	IL2 activator	PLK1 PBD block
CCC1(CC)C(=O)Nc2ccccc21
    0.8	-6%	3%	-2	3%	-5%	-0.4	-1%
COc1cc(C2NC(=O)NC(C)=C2C(=O)OCc2ccc(C)cc2)cc(OC)c1OC (centres undefined)
    -2.8	-1%	1%	-2	5%	11%	0.6	-1%
CC(=O)C1=C(C)N(Cc2ccco2)C(=O)C1(NC(=O)C1CCCCC1)C(F)(F)F (centres undefined)
    0.7	0%	2%	x	13%	7%	-1.6	-7%
OCC1OCOC2C(CO)OCOC12 (centres undefined)
    -0.8	1%	8%	-5	4%	-3%	1.1	-3%

# A portion of the library; rates above refer to the full screens.
